yeast cln2 rad14 – NCI yeast anticancer drug screen, S. cerevisiae cln2 rad14 strain. AID 165, 2004. 78,000 tested, 8.3% active. % growth inhibition at 50 µM;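 further: 0% = growth of vehicle-only cultures of the same strain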
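Strain: cln2 rad14 yeast, altered in cell cycle control and DNA damage repair. Read-out: growth inhibition vs vehicle.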
yeast rad50 – NCI yeast anticancer drug screen, S. cerevisiae rad50 strain | growth inhibition, % at 50 µM | 79,000 tested, 10% active | AID 155, 2004;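 further: 0% = growth of vehicle-only cultures of the same strain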
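Vehicle-treated cultures provide the reference for the growth inhibition reported for compound-exposed, repair-deficient yeast.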
mlh1 rad18 – NCI yeast anticancer drug screen, S. cerevisiae mlh1 rad18 strain; 79,000 tested, 11% active; growth inhibition, % at 50 µM; AID 175, 2004;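 further: 0% = growth of vehicle-only cultures of the same strain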
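Compound-treated yeast growth, normalised to vehicle controls. Strain bears defined DNA repair mutations.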
bub3 – NCI yeast anticancer drug screen, S. cerevisiae bub3 mutant strain; 78,000 tested, 9.9% active; growth inhibition, % at 50 µM;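 further: 0% = growth of vehicle-only cultures of the same strain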
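Steps: expose the mutant yeast strain to compound; grow alongside vehicle-treated cultures; measure growth; express inhibition against the vehicle cultures.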
sgs1 mgt1 – NCI yeast anticancer drug screen, S. cerevisiae sgs1 mgt1 strain; growth inhibition, % at 50 µM; 78,000 tested, 10% active;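 further: 0% = growth of vehicle-only cultures of the same strain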
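This yeast growth screen uses a strain with defined DNA-repair lesions; compound-treated growth is compared with vehicle-treated growth.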
yeast mec2-1 – NCI yeast anticancer drug screen, S. cerevisiae mec2-1 strain; % growth inhibition at 50 µM; 79,000 tested, 9% active; AID 157, 2004;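 further: 0% = growth of vehicle-only cultures of the same strain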
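Each compound was tested on mec2-1 yeast, a strain altered in DNA damage repair or cell cycle control. Growth inhibition is reported relative to vehicle.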
* = called active by the depositor; x = no result given; & = joins results of further samples. No stated cut-off is given here; in the data, active means growth inhibition above about 70%; inactive means the rest.

1: CC[C@H](C)[C@@H]1OC(=O)[C@@H](C)[C@@H](CC)NC(=O)[C@H](C)NC(=O)C(C)(C)C(=O)[C@H](C)NC(=O)[C@H](Cc2ccc(OC)cc2)N(C)C(=O)[C@H](C(C)C)N(C)C(=O)CNC(=O)[C@H](CC(C)C)N(C)C(=O)CNC1=O
2: O=C1OC2(CCNCC2)C(=O)N1c1ccc(F)cc1
3: O=[P+](c1ccccc1)c1ccc(Br)cc1 (stereo unspecified)
4: CC1=C(CO)C(=O)OC(C(C)C2CCC3C4CC5OC56C(O)C(N5CC5)=CC(=O)C6(C)C4CCC23C)C1 (stereo unspecified)
5: O=C(O)Cc1cccc(Cl)c1
6: O=C([CH-]C(=O)c1ccccc1)c1ccccc1.O=C([CH-]C(=O)c1ccccc1)c1ccccc1.[CH2-]CCC.[CH2-]CCC.[Sn+4]
7: CCN(CC)CCc1ccc([N+](=O)[O-])cc1
8: O=C(O)CC(=O)O.[Ti].[c-]1[c-][c-][cH-][c-]1.[c-]1[c-][c-][cH-][c-]1

screen / no.,1,2,3,4,5,6,7,8
yeast cln2 rad14,91*,-12,-39,29,7,x,-15,-52
yeast rad50,92*,-2,-3,77*,-31,90*,8,-12
mlh1 rad18,90*,-4,7,70,-3,90*,18,-1
bub3,93*,-5,7,75*,-28,92*,-1,0
sgs1 mgt1,93*,0,1,70*,-32,93*,9,-7
yeast mec2-1,94*,7,1,76*,-32,93*,16,-6

9: C(=NCCN=CC1CCCC[N-]1)C1CCCC[N-]1.[Cu+2].[O-][Cl+3]([O-])([O-])O (stereo unspecified)
10: O=C(Nc1cccc(Cl)c1)OCC(Cl)(Cl)Cl
11: COc1ccc2c(c1)[C@@]13CCN4CC5=CCO[C@H]6CC(=O)N2[C@H]1[C@H]6[C@H]5C[C@H]43
12: O=C(O)c1ccc(Cl)c(Cl)c1
13: CN(C)c1ccc([N+](=O)[O-])c([N+](=O)[O-])c1
14: CC1(CO)C(O)CCC2(C)C1CCC1CC3CC12CCC3(O)CO (stereo unspecified)
15: CC1(C)N=C(N)N=C(N)N1c1ccc(CCc2ccc(S(=O)(=O)F)c(Cl)c2)c(Cl)c1
16: CN1CSC(=S)N(C)C1

screen / no.,9,10,11,12,13,14,15,16
yeast cln2 rad14,90*,100*,-12,-14,8,-1,99*,94*
yeast rad50,80*,100*,-9,2,-15,-3,99*,97*
mlh1 rad18,83*,100*,-41,0,-3,4,100*,96*
bub3,70,99*,-10,6,-12,-10,99*,100*
sgs1 mgt1,44,99*,-1,4,-8,19,100*,96*
yeast mec2-1,71*,100*,-35,-5,-12,-19,100*,99*

17: Nc1ccc(C(=O)O)c(C(=O)O)c1
18: CC1(O)CC([CH2][Hg][I])OC([CH2][Hg][I])C1 (stereo unspecified)
19: CCOC(=O)Cc1ccccc1
20: C[CH2][Sn]([CH2]C(=O)OC)([CH2]C(=O)OC)[c]1ccccc1
21: O=P(O)(OCCc1ccccc1)Oc1ccccc1O
22: ClCCN(CCCl)c1ccc(/C=N/n2c(-c3ccccc3)nnc2-c2ccccc2)cc1
23: [O-][n+]1c2cccc(O)c2[n+]([O-])c2cccc(O)c21
24: OC(COc1cccc2ccccc12)CN(CCCl)CCCl (stereo unspecified)

screen / no.,17,18,19,20,21,22,23,24
yeast cln2 rad14,-32,98*,-2,85*,-1,-18,83*,4
yeast rad50,-10,96*,24,84*,-6,2,86*,7
mlh1 rad18,-7,92*,24,91*,14,-2,57,-30
bub3,-14,99*,9,86*,-11,0,43,9
sgs1 mgt1,1,96*,-2,88*,-21,-1,35,-6
yeast mec2-1,-7,98*,-6,89*,-5,-3,36,-12

Part of the list above in order of number of heavy atoms, rising.
17: Nc1ccc(C(=O)O)c(C(=O)O)c1
24: OC(COc1cccc2ccccc12)CN(CCCl)CCCl (stereo unspecified)
22: ClCCN(CCCl)c1ccc(/C=N/n2c(-c3ccccc3)nnc2-c2ccccc2)cc1

screen / no.,17,24,22
yeast cln2 rad14,-32,4,-18
yeast rad50,-10,7,2
mlh1 rad18,-7,-30,-2
bub3,-14,9,0
sgs1 mgt1,1,-6,-1
yeast mec2-1,-7,-12,-3

Next compounds follow:
25: CCCC[S][Sn]([CH2]CCC)([CH2]CCC)[S]CCCC
26: O=C1NN=C2CCCCC12Cl (stereo unspecified)
27: COc1ccc2c(c1OC)CN1CCc3cc4c(cc3C1C2)OCO4 (stereo unspecified)
28: CN1CCCC(OC(=O)C(c2ccccc2)C2(O)CCCC2)C1 (stereo unspecified)
29: COc1ccc([As]=O)cc1[N+](=O)[O-] (stereo unspecified)
30: NC(C(=O)O)c1cc(=O)[nH]o1 (stereo unspecified)
31: CC(=N\O)/C(C)=N/O.CC(=N\O)/C(C)=N/O.CC(=N\O)/C(C)=N/O.CC(=N\O)/C(C)=N/O.[Cu].[Cu]
32: Cn1cc(C(=O)C[n+]2ccccc2)c2ccccc21

screen / no.,25,26,27,28,29,30,31,32
yeast cln2 rad14,89*,0,29&-6,-28,14,4,-8,4
yeast rad50,96*,9,15&5,31,13,2,-7,-20
mlh1 rad18,96*,0,7&21,17,8,3,-4,-5
bub3,93*,4,19&-7,-2,-19,4,-14,-30
sgs1 mgt1,95*,-4,28&25,27,11,-5,-22,-18
yeast mec2-1,92*,5,1&11,-10,1,15,13,0

33: CC(CCF)C(N)C(=O)O (stereo unspecified)
34: CCOC(=O)C1=C(C)N2CCOC2(C)C(C(=O)OC)C1c1cccc(Cl)c1 (stereo unspecified)
35: CCCCOP(=S)(Nc1ccccc1)OCCCC
36: CC1CCN(P(=O)(N(C)C)N(C)C)CC1
37: COC(=O)c1cc([N+](=O)[O-])cc([N+](=O)[O-])c1
38: CC(C)=[CH][Sb]([Br])([CH]=C(C)C)([CH]=C(C)C)[CH]=C(C)C
39: ClCCN(CCCl)c1ccc(C2N(Cc3ccc(N(CCCl)CCCl)cc3Cl)CCCN2Cc2ccc(N(CCCl)CCCl)cc2Cl)cc1
40: CCCP(=S)(CCC)P(=S)(CCC)CCC

screen / no.,33,34,35,36,37,38,39,40
yeast cln2 rad14,0&-1,22,42,-8,-8,-17,22,-3
yeast rad50,-1&2,38,91*,4,9,51,96*,5
mlh1 rad18,-8&20,41,82*,-4,34,24,98*,21
bub3,21&43,18,74*,-58,18,31,37,18
sgs1 mgt1,-9&29,20,82*,-5,16,19,98*,21
yeast mec2-1,5&29,-1,41,4,32,34,99*,19

Structural class, the compounds so far with a Cl atom.
5: O=C(O)Cc1cccc(Cl)c1
9: C(=NCCN=CC1CCCC[N-]1)C1CCCC[N-]1.[Cu+2].[O-][Cl+3]([O-])([O-])O (stereo unspecified)
10: O=C(Nc1cccc(Cl)c1)OCC(Cl)(Cl)Cl
12: O=C(O)c1ccc(Cl)c(Cl)c1
15: CC1(C)N=C(N)N=C(N)N1c1ccc(CCc2ccc(S(=O)(=O)F)c(Cl)c2)c(Cl)c1
22: ClCCN(CCCl)c1ccc(/C=N/n2c(-c3ccccc3)nnc2-c2ccccc2)cc1
24: OC(COc1cccc2ccccc12)CN(CCCl)CCCl (stereo unspecified)
26: O=C1NN=C2CCCCC12Cl (stereo unspecified)
34: CCOC(=O)C1=C(C)N2CCOC2(C)C(C(=O)OC)C1c1cccc(Cl)c1 (stereo unspecified)
39: ClCCN(CCCl)c1ccc(C2N(Cc3ccc(N(CCCl)CCCl)cc3Cl)CCCN2Cc2ccc(N(CCCl)CCCl)cc2Cl)cc1

screen / no.,5,9,10,12,15,22,24,26,34,39
yeast cln2 rad14,7,90*,100*,-14,99*,-18,4,0,22,22
yeast rad50,-31,80*,100*,2,99*,2,7,9,38,96*
mlh1 rad18,-3,83*,100*,0,100*,-2,-30,0,41,98*
bub3,-28,70,99*,6,99*,0,9,4,18,37
sgs1 mgt1,-32,44,99*,4,100*,-1,-6,-4,20,98*
yeast mec2-1,-32,71*,100*,-5,100*,-3,-12,5,-1,99*

More results.
41: CC(C)OP(=O)(NC(=S)c1ccccc1)OC(C)C
42: Cn1cnc([N+](=O)[O-])c1[Se]c1nc(N)nc2nc[nH]c12
43: S=P(NNc1ccccc1)(NNc1ccccc1)c1ccc(Cl)cc1
44: c1ccc(-c2c[se]nn2)cc1
45: O=P(Nc1ccc(Cl)cc1)(Oc1ccccc1)N(CCCl)CCCl (stereo unspecified)
46: O=c1c2ccccc2[se]n1-c1ccccc1
47: C=C[CH2][Sn]([CH2]C=C)([c]1ccccc1)[c]1ccccc1
48: CCOP(=O)(O)C(Nc1ccc(N=Nc2ccccc2)cc1)c1cccc(C(Nc2ccc(N=Nc3ccccc3)cc2)P(=O)(O)OCC)c1 (stereo unspecified)

screen / no.,41,42,43,44,45,46,47,48
yeast cln2 rad14,11,15,82*,-27,-9,67,7,44
yeast rad50,19,-24,75*,5,4,70*,48,49
mlh1 rad18,14,-18,83*,10,1,86*,16,48
bub3,14,-8,35,-11,-8,4,-8,42
sgs1 mgt1,36,-27,82*,-3,-7,81*,29,46
yeast mec2-1,21,-12,-33,-10,-2,89*,19,48

49: C=CCOC(=O)Nc1cccc(OC(=O)NC)c1
50: CN(CCC#N)c1ccc(C=C(C#N)C#N)cc1
51: NC(N)=N/N=C/c1ccc(Cl)cc1
52: COC(=O)CBr
53: O=C(COc1cccc(Cl)c1)Nc1cccc(NC(=O)c2cccc(S(=O)(=O)F)c2)c1
54: CC1=CC(=Nc2ccc(N(CCCl)CCCl)cc2)C=C(C)C1=O
55: O=c1c2ccccc2sc2c1c(N(CCCl)CCCl)cc1ccccc12
56: CCOP(=O)(OCC)C(C)(CC)/N=C(\N)NC#N (stereo unspecified)

screen / no.,49,50,51,52,53,54,55,56
yeast cln2 rad14,-25,8,-105&-3,-5,-10,14,18,12
yeast rad50,4,7,-17&5,0,13,3,39,-5
mlh1 rad18,3,6,-10&-5,9,10,37,19,-18
bub3,-1,25,-7&-12,0,-5,8,-6,15
sgs1 mgt1,4,8,-11&-3,17,7,12,20,-9
yeast mec2-1,9,11,-11&-5,-26,-8,-17,6,-37

57: CC(C)c1cccc(C(C)C)c1NC(=O)C(=O)CC(=O)CC(c1ccccc1)c1c(O)c2ccccc2oc1=O (stereo unspecified)
58: O=C(CI)NCc1ccccc1
59: CC12CCC3C(CCC4(O)C=CCCC34C=O)C1(O)CC(O)C2c1ccc(=O)oc1 (stereo unspecified)
60: CC[N+](CC)(CC)CC.N#CC(C#N)=C([SH2+])[SH2+].N#CC(C#N)=C([SH2+])[SH2+].[Co+2]
61: Nc1c(C(=O)Nc2ccc([As](=O)(O)O)cc2)cnc2nnnn12
62: CCC(=O)C(c1ccccc1)(c1ccccc1)C(C)CN(C)C (stereo unspecified)
63: NC(Cc1ccccc1)Cc1ccccc1
64: CC(CCC=O)([N+](=O)[O-])[N+](=O)[O-]
65: OCC1CCCN2CCCCC12 (stereo unspecified)
66: O=C(O)C(F)(F)F.O=C(O)C(F)(F)F.[C-]#[O+].[Ru].c1ccc([PH+](c2ccccc2)c2ccccc2)cc1.c1ccc([PH+](c2ccccc2)c2ccccc2)cc1
67: O=C(Nc1ccc(N(CCCl)CCCl)cc1)c1ccc([N+](=O)[O-])cc1

screen / no.,57,58,59,60,61,62,63,64,65,66,67
yeast cln2 rad14,55,98*,-16,95*,-8,-6,-10,0,-39,-7,-24
yeast rad50,59,98*,-28,95*,23,-9,6,12,1,2,20
mlh1 rad18,59,99*,-16,99*,20,-6,8,5,7,14,-3
bub3,71*,99*,-54,99*,-7,-5,-4,7,-20,-15,-1
sgs1 mgt1,71*,99*,-13,56,-23,9,-8,8,-4,22,3
yeast mec2-1,43,99*,-47,96*,6,-9,9,6,0,22,1

Source: PubChem BioAssay (NCI)

Only part of the results is shown (hit frequency here may not be typical).
